Screening data as filed in PubChem BioAssay.
mABHD4 FP – inhibitors of mouse ABHD4 | purified mABHD4, FP-Rh probe fluorescence polarization | inhibition, % at 8.92 µM | 370,000 compounds, 0.54% hits;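 active = inhibition exceeding the mean over every tested compound plus 3 SD, cut at about 30% in these data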;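 note: 0% = plate median of compound wells and 100% = S159A mutant with DMSO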
Target sequence (Q8VD66 whole entry, looked up): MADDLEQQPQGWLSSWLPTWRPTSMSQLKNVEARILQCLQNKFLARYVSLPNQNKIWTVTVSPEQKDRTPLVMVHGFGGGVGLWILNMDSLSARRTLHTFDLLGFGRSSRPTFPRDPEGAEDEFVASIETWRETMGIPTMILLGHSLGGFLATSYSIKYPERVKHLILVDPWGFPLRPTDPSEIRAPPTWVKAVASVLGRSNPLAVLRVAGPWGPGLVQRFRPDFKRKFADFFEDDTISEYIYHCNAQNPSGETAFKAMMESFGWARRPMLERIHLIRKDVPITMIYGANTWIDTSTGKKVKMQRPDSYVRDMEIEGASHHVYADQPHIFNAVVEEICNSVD
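Assay system: Wild-type mouse ABHD4 protein | Medium: HEPES pH 7.0 buffer, 150 mM NaCl, 0.01% Pluronic F-127 | Incubation: Enzyme–compound pre-incubation 45 min, then probe 60 min, both 25 °C | Technique: Fluorescence polarization with parallel and perpendicular emission, 525/598 nm | Evaluation: % inhibition of FP-Rh probe binding versus controls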
HTRA1 inhibitor – blocks human HTRA1 serine peptidase; inhibition, % at 5.96 µM; Q92743; 340,000 compounds, 0.5% hits; recombinant HTRA1, FP-rhodamine activity-based probe, fluorescence polarization; in the data active = inhibition above about 36%;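 note: 0% = enzyme with DMSO and 100% = wells lacking enzyme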
GC-B act – GC-B (human) receptor activation | P20594 | HEK293-GC-B cells, CNP EC30, cGMP TR-FRET; 0% at EC30 CNP, 100% saturating CNP | activation, % at 10 µM | 370,000 compounds, 0.11% hits | AID 1920062;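 active = activation at 10 µM reaching about 35% in either raw or pattern-adjusted values, limit read from the data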
PRMT1 inh – inhibitors of human PRMT1; recombinant PRMT1, activity-based probe fluorescence polarization; 370,000 compounds, 1.3% hits; Q99873; inhibition, % at 2.79 µM;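 active = inhibition above about 21% made by adding two undisclosed values, limit read from the data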
SIAE primary – human SIAE inhibition, primary screen. inhibition, % at 9.66 µM. SIAE FP-Rh probe binding, fluorescence polarization. 370,000 compounds, 0.69% hits. AID 1053197;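 active = inhibition above a cutoff: mean of compounds within the control limits plus 3 SD of those, cut at about 17% in these data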;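 note: 0% = plate median of compound wells and 100% = probe without SIAE protein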
TCR-CD3 inh – blocks the human TCR-CD3 interaction; TAMRA-labeled TCR probe fluorescence, biochemical; inhibition, % at 9.4 µM; 360,000 compounds, 0.37% hits; AID 651800; in the data active = inhibition above about 19%;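 note: recombinant mutant TCR 2C K166C tagged with TAMRA read by polarization; 0% = receptor in buffer alone and 100% = receptor with positive control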
rCAG RNA binder – r(CAG) repeat RNA binding; TO-PRO-1 dye displacement fluorescence; inhibition, % at 3 µM; 370,000 compounds, 1.3% hits; AID 651821;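 active = inhibition above the plate cutoff, the mean of all test compounds on that plate plus 3 SD, cut at about 35% in these data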;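 note: 0% = DMSO alone and 100% = 100 µM mitoxantrone as full dye displacement; higher means more dye released from RNA so lower well fluorescence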
LEDGF integ inh – blocks HIV-1 LEDGF/p75-dependent DNA integration. inhibition, % at 3.7 µM. 370,000 compounds, 0.64% hits. AID 743269. TR-FRET IN-LEDGF/p75 DNA integration, Eu/Cy5;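 active = inhibition above the screen-wide mean plus 3 SD, cut at about 13% in these data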;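 note: signal is the Cy5 over europium emission ratio at 671 and 618 nm; 0% = plate median of compound wells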
MBD2 inh – inhibitors of human MBD2 binding to methylated oligonucleotide | Q9UBB5 | TR-FRET | inhibition, % at 4.4 µM | 370,000 compounds, 0.31% hits | AID 686964; in the data active = inhibition above about 13%
Target sequence (Q9UBB5 whole entry, looked up): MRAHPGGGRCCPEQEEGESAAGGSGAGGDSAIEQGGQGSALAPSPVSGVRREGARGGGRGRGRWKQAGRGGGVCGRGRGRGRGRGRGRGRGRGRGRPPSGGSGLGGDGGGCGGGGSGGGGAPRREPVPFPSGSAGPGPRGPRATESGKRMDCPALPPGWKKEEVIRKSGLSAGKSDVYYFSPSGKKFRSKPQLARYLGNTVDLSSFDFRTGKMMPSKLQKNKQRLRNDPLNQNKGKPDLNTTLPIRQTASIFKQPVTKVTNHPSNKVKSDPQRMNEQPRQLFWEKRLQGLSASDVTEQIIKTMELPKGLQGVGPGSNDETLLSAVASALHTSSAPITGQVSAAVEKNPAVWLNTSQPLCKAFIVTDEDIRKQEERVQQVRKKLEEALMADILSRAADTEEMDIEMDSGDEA
TDP2 absorb – blocks human TDP2 phosphodiesterase activity; O95551; recombinant TDP2, T5PNP hydrolysis, p-nitrophenol absorbance 415 nm; inhibition, % at 12.8 µM; AID 720702; 370,000 compounds, 0.34% hits;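 active = inhibition above the mean of all tested compounds plus 3 SD, set per campaign, cut at about 25% in these data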;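 note: 0% = DMSO with enzyme and 100% = buffer with substrate but no TDP2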
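System: recombinant human TDP2 / Amount: 120 nM TDP2 per well / Also added: 5 mM T5PNP chromogenic substrate / Doses: 12.8 µM single point, 1% DMSO / Incubation: 2 h at 37 °C / Detection: p-Nitrophenol epi absorbance / Evaluation: % inhibition relative to enzyme-containing and enzyme-free wells / Repeats: singlicate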
Active calls of the source: *. This is a subset. The share of hits here may be higher or lower than overall.

Screening C=CCn1c(SCC(=O)Nc2cccnc2Cl)nnc1-c1ccc(Cl)cc1 returned mABHD4 FP 3, HTRA1 inhibitor 1, GC-B act 0, PRMT1 inh 1, SIAE primary 1, TCR-CD3 inh 0, rCAG RNA binder -7, LEDGF integ inh -1, MBD2 inh -2 and TDP2 absorb -2.
O=C(CSc1ccc2c(c1)OCCO2)Nc1ccc(Br)cn1 was read as mABHD4 FP 4, HTRA1 inhibitor -10, GC-B act 2, PRMT1 inh 12, SIAE primary 2, TCR-CD3 inh -1, rCAG RNA binder -3, LEDGF integ inh 4, MBD2 inh -1 and TDP2 absorb 6.
`COc1ccc(-n2c(COc3ccc4c(c3)OCO4)nnc2SCC(=O)O)cc1` gave mABHD4 FP -1, HTRA1 inhibitor 9, GC-B act -3, PRMT1 inh -2, SIAE primary 0, TCR-CD3 inh 7, rCAG RNA binder 5, LEDGF integ inh 3, MBD2 inh -2 and TDP2 absorb -1.
`CCOC(=S)NC(=O)c1sc2ccccc2c1Cl` gave mABHD4 FP 0, HTRA1 inhibitor -6, GC-B act 2, PRMT1 inh -2, SIAE primary 5, TCR-CD3 inh 1, rCAG RNA binder 6, LEDGF integ inh -1, MBD2 inh -6 and TDP2 absorb 0.
Screening Cc1cc(C(O)c2ncc(-c3ccc(Oc4ccccc4)cc3)[nH]2)ccc1F (stereo unspecified) returned mABHD4 FP -3, GC-B act -2, PRMT1 inh -9, SIAE primary -3, TCR-CD3 inh 2, rCAG RNA binder 7, LEDGF integ inh 2, MBD2 inh -1 and TDP2 absorb -2.
O=C(NC1CCCC1)C1C(c2ccc(C(F)(F)F)cc2)=Nc2ccccc2N1C(=O)c1ccco1 (stereo unspecified) was read as mABHD4 FP -6, GC-B act -2, PRMT1 inh -2, SIAE primary -6, TCR-CD3 inh 4, rCAG RNA binder 8, LEDGF integ inh 3, MBD2 inh 0 and TDP2 absorb -1.
Screening CC(C)CNS(=O)(=O)c1ccc(C(=O)Nc2ccc3c(c2)OCO3)cc1 returned mABHD4 FP -3, HTRA1 inhibitor 5, GC-B act -3, PRMT1 inh -3, SIAE primary 10, TCR-CD3 inh 4, rCAG RNA binder -3, LEDGF integ inh 1, MBD2 inh 4 and TDP2 absorb 0.
COc1ccc(C2=NS(=O)(=O)N(C)C(C(=O)NCc3ccc4c(c3)OCO4)=C2)cc1OC was read as mABHD4 FP -4, HTRA1 inhibitor -7, GC-B act 0, PRMT1 inh 7, SIAE primary -3, TCR-CD3 inh 0, rCAG RNA binder 8, LEDGF integ inh -1, MBD2 inh 1 and TDP2 absorb -1.
Screening CC(C)n1c(=S)[nH]c2c1c(=O)[nH]c(=O)n2C returned mABHD4 FP 4, HTRA1 inhibitor 3, GC-B act 2, PRMT1 inh 45*, SIAE primary 7, TCR-CD3 inh 0, rCAG RNA binder 0, LEDGF integ inh -2, MBD2 inh 0 and TDP2 absorb 8.
For CC1CCC(C(C)C)C(OC(=O)COC(=O)c2ccc(=O)[nH]c2)C1 (stereo unspecified) the results were mABHD4 FP -5, HTRA1 inhibitor -1, GC-B act -4, PRMT1 inh -2, SIAE primary -8, TCR-CD3 inh 4, rCAG RNA binder -9, LEDGF integ inh 1, MBD2 inh -1 and TDP2 absorb -3.
CCc1nnc2n1N=C(c1ccc([N+](=O)[O-])cc1)CS2 was read as mABHD4 FP 0, HTRA1 inhibitor 5, GC-B act 1, PRMT1 inh 11, SIAE primary 2, TCR-CD3 inh -8, rCAG RNA binder 2, LEDGF integ inh -6, MBD2 inh 3 and TDP2 absorb -12.
For CCCCCNC(=O)Cc1ccc(OC)cc1 the results were mABHD4 FP 2, HTRA1 inhibitor -5, GC-B act 2, PRMT1 inh 6, SIAE primary -3, TCR-CD3 inh 6, rCAG RNA binder -3, LEDGF integ inh 2, MBD2 inh 0 and TDP2 absorb -11.
`O=C(CN1CCOCC1)Nc1cccc(C(F)(F)F)c1` gave mABHD4 FP -3, HTRA1 inhibitor 3, GC-B act 3, PRMT1 inh -1, SIAE primary 0, TCR-CD3 inh -1, rCAG RNA binder -2, LEDGF integ inh 0, MBD2 inh -1 and TDP2 absorb 9.
For O=C(NC1CCCCCC1)C(=O)NC1CC1 the results were mABHD4 FP -5, HTRA1 inhibitor -8, GC-B act 4, PRMT1 inh -1, SIAE primary 6, TCR-CD3 inh -4, rCAG RNA binder 0, LEDGF integ inh 2, MBD2 inh 5 and TDP2 absorb -7.
CCCC(C)(C)C(=O)N1CCC1(C)C(=O)Nc1cccc2ccccc12 (stereo unspecified) was read as mABHD4 FP 1, GC-B act -2, PRMT1 inh -8, SIAE primary 2, TCR-CD3 inh -1, rCAG RNA binder -1, LEDGF integ inh 5, MBD2 inh 4 and TDP2 absorb 5.
COCCNS(=O)(=O)c1cc(OC)c(Cl)cc1Cl was read as mABHD4 FP 1, GC-B act 3, PRMT1 inh -3, SIAE primary 5, TCR-CD3 inh 7, rCAG RNA binder -2, LEDGF integ inh 1, MBD2 inh -3 and TDP2 absorb -6.
Screening CCOC(=O)[C@H]1[C@H]2COc3cc(OC)ccc3[C@@H]2N2C(=O)CN(Cc3ccc(Cl)cc3)C(=O)[C@@]12C returned mABHD4 FP -6, HTRA1 inhibitor -9, GC-B act -5, PRMT1 inh 3, SIAE primary -2, TCR-CD3 inh -2, rCAG RNA binder -21, LEDGF integ inh -4, MBD2 inh 3 and TDP2 absorb -1.
For COc1ccc(CCNC(=O)CCc2nnc(Cc3ccc4c(c3)OCO4)o2)c(OC)c1 the results were mABHD4 FP 10, HTRA1 inhibitor -10, GC-B act -3, PRMT1 inh 1, SIAE primary -6, TCR-CD3 inh 2, rCAG RNA binder -6, LEDGF integ inh -1, MBD2 inh 0 and TDP2 absorb 5.
For O=C(Cc1ccc(S(=O)(=O)N2CCOCC2)s1)Nc1ccccc1N1CCCC1 the results were mABHD4 FP 3, HTRA1 inhibitor 6, GC-B act -1, PRMT1 inh 5, SIAE primary -5, TCR-CD3 inh -5, rCAG RNA binder 11, LEDGF integ inh 4, MBD2 inh -2 and TDP2 absorb -15.
`Clc1nc(-c2ccccc2)ncc1Oc1ccccc1` gave mABHD4 FP -3, GC-B act -5, PRMT1 inh -2, SIAE primary 1, TCR-CD3 inh 7, rCAG RNA binder 0, LEDGF integ inh 5, MBD2 inh 0 and TDP2 absorb -2.
CC(/C=C/c1cccc([N+](=O)[O-])c1)=N\NC(=O)c1ccncc1 was read as mABHD4 FP -3, HTRA1 inhibitor 5, GC-B act -2, PRMT1 inh 5, SIAE primary -1, TCR-CD3 inh 0, rCAG RNA binder 6, LEDGF integ inh -2, MBD2 inh 7 and TDP2 absorb -13.
Screening CCN1/C(=C2\C(=O)N(C)C(=S)N2c2ccccc2)C=Cc2ccccc21 returned mABHD4 FP 0, HTRA1 inhibitor -5, GC-B act -1, PRMT1 inh 0, SIAE primary 2, TCR-CD3 inh -2, rCAG RNA binder 3, LEDGF integ inh -1, MBD2 inh -16 and TDP2 absorb 5.
Screening CC(C)(C)c1ccc(-c2nc(C#N)c(NCc3cccnc3)o2)cc1 returned mABHD4 FP -1, HTRA1 inhibitor -27, GC-B act -3, PRMT1 inh -1, SIAE primary -3, TCR-CD3 inh -3, rCAG RNA binder 3, LEDGF integ inh 3, MBD2 inh 0 and TDP2 absorb 3.
Screening CSc1ccccc1NC(=O)c1ccco1 returned mABHD4 FP 2, HTRA1 inhibitor 2, GC-B act 4, PRMT1 inh 0, SIAE primary -4, TCR-CD3 inh 0, rCAG RNA binder 0, LEDGF integ inh 0, MBD2 inh 2 and TDP2 absorb 14.
COc1cccc(CC2(CO)CCCN(Cc3ccc(CN4CCCCC4)s3)C2)c1 (stereo unspecified) was read as mABHD4 FP 2, HTRA1 inhibitor -1, GC-B act 0, PRMT1 inh 0, SIAE primary -3, TCR-CD3 inh 5, rCAG RNA binder -9, LEDGF integ inh -1, MBD2 inh 2 and TDP2 absorb 2.
Cc1ccc(C=Nn2c(-c3n[nH]c4c3CCC4)n[nH]c2=S)o1 was read as mABHD4 FP 0, GC-B act -9, PRMT1 inh 13, SIAE primary 4, rCAG RNA binder 7, LEDGF integ inh -4, MBD2 inh 2 and TDP2 absorb 1.
Screening COC(=O)[C@@]1(Cc2ccc(OC)cc2)[C@H]2c3cc(C(=O)N4CCCC4)n(Cc4ccccn4)c3C[C@H]2CN1C(=O)c1ccccc1 returned mABHD4 FP -23, GC-B act 2, PRMT1 inh 8, SIAE primary -5, TCR-CD3 inh -4, rCAG RNA binder 7, LEDGF integ inh -2, MBD2 inh 9 and TDP2 absorb 1.
`COc1cc2c(cc1OC)C(c1ccc(Br)cc1)NCC2` (stereo unspecified) gave mABHD4 FP -3, GC-B act -7, PRMT1 inh 3, SIAE primary -4, TCR-CD3 inh 1, rCAG RNA binder -3, LEDGF integ inh -9, MBD2 inh 3 and TDP2 absorb -10.
Screening O=c1ccc(-c2ccc(S(=O)(=O)NCC3CCN(Cc4ccccc4F)CC3)s2)n[nH]1 returned mABHD4 FP -1, HTRA1 inhibitor -10, GC-B act -6, PRMT1 inh -4, SIAE primary -7, TCR-CD3 inh -6, rCAG RNA binder 4, LEDGF integ inh 1, MBD2 inh -5 and TDP2 absorb 19.
Screening Cc1ccccc1Cc1c(C)nc2nc(SCC(=O)NCc3ccco3)nn2c1C returned mABHD4 FP -2, HTRA1 inhibitor 0, GC-B act -4, PRMT1 inh 1, SIAE primary 0, TCR-CD3 inh -3, rCAG RNA binder -3, LEDGF integ inh 0, MBD2 inh 2 and TDP2 absorb 7.
`CCOC(=O)CNC(=O)CSc1nnc(-c2ccco2)n1Cc1ccco1` gave mABHD4 FP -2, HTRA1 inhibitor 0, GC-B act 3, PRMT1 inh 1, SIAE primary 1, TCR-CD3 inh 6, rCAG RNA binder 4, LEDGF integ inh 0, MBD2 inh 1 and TDP2 absorb 9.
COC(=O)c1ccccc1Sc1c(/C=N/OC(=O)c2ccccc2)c(C(F)(F)F)nn1C was read as mABHD4 FP 6, HTRA1 inhibitor 3, GC-B act -17, PRMT1 inh -3, SIAE primary -2, TCR-CD3 inh 0, rCAG RNA binder 1, LEDGF integ inh -2, MBD2 inh -2 and TDP2 absorb -8.
For COc1cc(CCC(=O)OCC(=O)Nc2ccc(F)cc2F)cc(OC)c1OC the results were mABHD4 FP -5, HTRA1 inhibitor -7, GC-B act 7, PRMT1 inh -4, SIAE primary 3, TCR-CD3 inh 5, rCAG RNA binder -2, LEDGF integ inh 2, MBD2 inh -1 and TDP2 absorb 6.

Random excerpt: 2 entries already listed.
For O=C(Cc1ccc(S(=O)(=O)N2CCOCC2)s1)Nc1ccccc1N1CCCC1 the results were mABHD4 FP 3, HTRA1 inhibitor 6, GC-B act -1, PRMT1 inh 5, SIAE primary -5, TCR-CD3 inh -5, rCAG RNA binder 11, LEDGF integ inh 4, MBD2 inh -2 and TDP2 absorb -15.
`COc1cc2c(cc1OC)C(c1ccc(Br)cc1)NCC2` (stereo unspecified) gave mABHD4 FP -3, GC-B act -7, PRMT1 inh 3, SIAE primary -4, TCR-CD3 inh 1, rCAG RNA binder -3, LEDGF integ inh -9, MBD2 inh 3 and TDP2 absorb -10.
